PGE2 EP2 inh – inhibitors of human EP2 prostaglandin E2 receptor; P43116; C6 glioma cells expressing human EP2, cAMP TR-FRET; cells stimulated with saturating PGE2; inhibition, % at 25 µM; 0.52% of 260,000 active;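 active = percent inhibition above 40 after rounding to a whole number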;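 also: rat C6 glioma host cells with rolipram phosphodiesterase inhibitor present; the protocol text gives 20 µM as final concentration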
Target sequence (P43116 whole entry, looked up): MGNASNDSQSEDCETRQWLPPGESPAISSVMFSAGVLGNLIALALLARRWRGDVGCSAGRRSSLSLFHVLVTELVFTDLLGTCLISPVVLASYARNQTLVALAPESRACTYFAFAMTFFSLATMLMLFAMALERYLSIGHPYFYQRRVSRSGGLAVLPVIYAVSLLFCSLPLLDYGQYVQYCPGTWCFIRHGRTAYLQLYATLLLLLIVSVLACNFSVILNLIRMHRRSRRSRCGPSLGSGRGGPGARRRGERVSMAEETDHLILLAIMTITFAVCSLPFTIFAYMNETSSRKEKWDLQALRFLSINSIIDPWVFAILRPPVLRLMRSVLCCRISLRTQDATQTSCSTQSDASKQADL
Active calls of the source: *; & = joins results of further samples; ! = repeats disagree. Some of the compounds tested; the hit share may differ from the screen's.

SMILES	PGE2 EP2 inh
OC(CN1CCC2(CC1)CC(O)c1cc(Cl)ccc1O2)c1ccc2c(c1)CCC2 (stereo unspecified)	8
COc1ccc(OC)c(-c2[nH]nc3c2C(c2cccc4ccccc24)C(C#N)=C(N)O3)c1 (stereo unspecified)	11
COc1ccc(-c2ccc(CN(CCN(C)C)Cc3ccncc3)cc2)cc1	7
CC(=O)c1cccc(S(=O)(=O)N(Cc2ccco2)Cc2cc3cc4c(cc3[nH]c2=O)OCCO4)c1	6
CS(=O)(=O)N1CCC(C(=O)NC2CC2)CC1	5
O=C(Cn1nc2c3ccccc3ncn2c1=O)Nc1cccc2ncccc12	10
CCOc1ccc2nc(SCC(=O)NNC(=O)c3ccco3)c(C)cc2c1	10
CC(C)=CCc1cc(-c2oc3cc(O)cc(O)c3c(=O)c2O)ccc1O	18
CNc1ncnc2c1ncn2[C@@H]1O[C@H](CO)[C@H](O)C1O (stereo partly specified)	13
O=C(NCc1nc2ccccc2[nH]1)C1=C[C@@H](c2ccc(C(F)(F)F)cc2)C[C@@H](OCCCCO)O1	12
Cc1nnc(SCc2ccccc2)nc1-c1ccccc1	17
Cc1ccc(C(=O)Nc2ccc(S(=O)(=O)O)c3cc(S(=O)(=O)O)cc(S(=O)(=O)O)c23)cc1NC(=O)c1cccc(NC(=O)Nc2cccc(C(=O)Nc3cc(C(=O)Nc4ccc(S(=O)(=O)O)c5cc(S(=O)(=O)O)cc(S(=O)(=O)O)c45)ccc3C)c2)c1	10&14
Cc1ccc(S(=O)(=O)N(Cc2cccnc2)Cc2cc3ccc(C)c(C)c3[nH]c2=O)cc1Cl	10
CCC(=O)Nc1nc2ccc(F)cc2s1	11
COc1ccc(C2C(C(C)=O)=C(O)C(=O)N2CC#N)c(OC)c1 (stereo unspecified)	10
CCC(C)(C)NC(=O)C(c1ccncc1)N(C(=O)c1csnn1)c1ccc(C)cc1C (stereo unspecified)	7
COc1ccc(S(=O)(=O)Nc2cc(Cl)c3oc(=O)sc3c2)cc1	15
COc1ccc(NC(=O)CN(c2ccc3c(c2)OCO3)S(C)(=O)=O)c(OC)c1	9
CC1=C(C(=O)O)N2C(=O)[C@@H](NC(=O)[C@H](N)C3=CCC=CC3)C2SC1 (stereo partly specified)	12
O=C(O)[C@@H](S)[C@@H](S)C(=O)O	11
Cc1ccc(-c2nnn(CC(=O)N(c3cccc(F)c3)C(C(=O)NC(C)(C)C)c3cccs3)n2)o1 (stereo unspecified)	6
O=C(CSc1nnc(-c2cccnc2)n1Cc1ccccc1)NC1CCCC1	9
C=CCOc1ccccc1CNc1n[nH]c2nc(C)cc(C(F)(F)F)c12	11
Cc1ccc(CN(CCN(C)C)Cc2c(C)nn(C(C)C)c2C)o1	4
O=S(=O)(O)CCS	11&15
O=C1CNCCN1C1CCCC1	15
CC(C)n1c(CN2CCC(O)(c3ccc(F)cc3)CC2)nc2ccccc21	8
CCOC(=O)c1cc2occc2n1CC(=O)N1CCCCC1	8
CC1CCc2c(sc3ncnc(SCC(=O)N4CCCCCC4)c23)C1 (stereo unspecified)	7
Cc1cccc(N(CC(=O)NC2CCCC2)C(=O)CNC(=O)c2ccco2)c1C	7

Looked up by structure from the list above:
SMILES	PGE2 EP2 inh
Cc1ccc(-c2nnn(CC(=O)N(c3cccc(F)c3)C(C(=O)NC(C)(C)C)c3cccs3)n2)o1 (stereo unspecified)	6
Cc1ccc(CN(CCN(C)C)Cc2c(C)nn(C(C)C)c2C)o1	4
CCOC(=O)c1cc2occc2n1CC(=O)N1CCCCC1	8
Cc1cccc(N(CC(=O)NC2CCCC2)C(=O)CNC(=O)c2ccco2)c1C	7
CC1CCc2c(sc3ncnc(SCC(=O)N4CCCCCC4)c23)C1 (stereo unspecified)	7

Going on with the list.
SMILES	PGE2 EP2 inh
Cc1cnc(C)c(N2CCC(C(=O)NC3CCCCC3)CC2)n1	13
O=C(O)CNC(=O)c1ccccc1O	13
CCN1CCN(C(=S)NC(=O)c2cccs2)CC1	12
CN(Cc1cnc2nc(N)nc(N)c2n1)c1ccc(C(=O)NC(CCC(=O)O)C(=O)O)cc1 (stereo unspecified)	10
CCCn1c(SCC(=O)Nc2c(CC)cccc2CC)nnc1-c1ccccn1	8
CCc1cc2ccccc2nc1SCC(=O)c1ccc(OC)cc1	8
COc1cc(C2Nc3c(ccc(Cl)c3Cl)C3C=CCC32)cc(OC)c1OC (stereo unspecified)	19
CCOCCCNC(=O)CSc1ccc(-c2ccccc2)nn1	11
CCC(C)(C)NC(=O)C(c1ccc(C)o1)N(C(=O)c1csnn1)c1cccc(C)c1 (stereo unspecified)	12
CCc1ccc2[nH]c(=O)c(C(c3nnnn3CCc3ccccc3)N3CCCC(C)C3)cc2c1 (stereo unspecified)	8
CCOc1c(OC)cccc1C1C(C(=O)OC(C)C)=C(C)Nc2ncnn21 (stereo unspecified)	6
Cc1ccccc1NC(=O)NC1CC2CCCC(C1)N2Cc1ccco1 (stereo unspecified)	16
Cc1occc1-c1nn(C2CCN(C(=O)C3CC3)CC2)c(=O)o1	3
Cc1nc(SCC(=O)Nc2ccc(S(=O)(=O)N(C)C)cc2)c2c(C)c(C)sc2n1	10
CCn1cc(C(O)CN2CCC3(CC2)CC(O)c2ccccc2O3)c2ccccc21 (stereo unspecified)	6
CC(=O)Oc1cc(OC(C)=O)c2c(c1)O[C@H](c1ccc(OC(C)=O)c(OC(C)=O)c1)[C@H](OC(C)=O)C2	13
CN(C)c1ccc(-c2nnn(CC(=O)N3CCCCCC3)n2)cc1	8
COc1ccc(N(CC(=O)O)N=O)cc1	13
C=CCn1c(COc2ccc3ccccc3c2C)n[nH]c1=S	12
CC(C)c1nc2ccccc2c2nn(CC(=O)Nc3cccc4ncccc34)c(=O)n12	4
Cc1cc(C)c2cc(CN(Cc3cccs3)C(c3nnnn3C(C)(C)C)C(C)C)c(=O)[nH]c2c1 (stereo unspecified)	14
Cc1cc(C)c2[nH]c(=O)c(C(c3nnnn3C(C)(C)C)N3CCc4ccccc43)cc2c1 (stereo unspecified)	6
CC(C)[C@H](Cn1nc(-c2cccs2)ccc1=O)NC(=O)Cn1cnc2ccccc2c1=O	8
COc1ccc(NC(=O)CSc2nnnn2-c2ccc3c(c2)OCO3)cc1	14
CC(CCc1ccccc1)NC(=O)c1ncoc1-c1ccc(F)cc1 (stereo unspecified)	6
O=C(NCC1CCCO1)C1CC(c2ccc(Cl)cc2)=NO1 (stereo unspecified)	13
c1csc(C(c2nnnn2C2CCCCC2)N2CCCC2)c1 (stereo unspecified)	12
Cn1c(COc2ccc(Cl)cc2)nnc1SCC(=O)N1CCCC1	8
COC(=O)c1cccc(NC(=O)CSc2nnnn2-c2ccc(OC)c(OC)c2)c1	6
c1ccc(-c2ccc(NCc3cccs3)nn2)cc1	11
Cc1ccc(Cn2nnnc2CN2CCC(c3nc4ccccc4s3)CC2)cc1	8
CCc1ccccc1NC(=O)Cn1cnc2sc3c(c2c1=O)CCC(C)C3 (stereo unspecified)	3
COC(C/C=C\[C@H](O)[C@H](C)OCc1ccccc1)OC	8
CCn1c(COc2ccccc2C)nnc1SCC(=O)Nc1sc2c(c1C#N)CCCC2	13
CC1CCCN(C(=O)CSc2nc3ccc(C(C)C)cc3cc2C#N)C1 (stereo unspecified)	6
CCOc1ccc2nc(SCC(=O)Nc3cccc(NC(C)=O)c3)c(C)cc2c1	14
O=C(O)c1ccccc1C1c2ccccc2Oc2ccccc21	9
CCOC(=O)C(C)n1cnc2sc(-c3ccccc3)cc2c1=O (stereo unspecified)	16
CCC(=O)Nc1sc(C(=O)Nc2cccc(C)c2C)c(C)c1C#N	16
CCCc1cc(C(=O)NCCN2CCC(O)(c3ccc(C)cc3)CC2)n[nH]1	13
O=C1CCCN1c1ccc(S(=O)(=O)NC2(c3ccc(Cl)cc3)CCC2)cc1	8
CCN(CC)c1ccc(NC(=O)CNCc2cccs2)c(C)c1	11
CNC(=O)[C@@H]1C[C@H]1[C@@H](NC(=O)CNC(=O)OCc1ccccc1)c1ccccc1	1
COc1ccccc1NC(=O)N(Cc1ccc(F)cc1)Cc1cc2cc(OC)c(OC)cc2[nH]c1=O	10
CC(C)(C)NC(=O)CSc1nnc2c3ccccc3nc(C(C)(C)C)n12	11
COc1ccc2cc(CN(Cc3ccc(C)cc3)Cc3nnnn3C3CCCC3)c(=O)[nH]c2c1	11
CCOC(=O)c1cnc2c(Cl)cc(Cl)cc2c1NCCCCCO	13
NC(=O)C(CCNS(=O)(=O)c1ccc(Cl)cc1)Sc1ncccn1 (stereo unspecified)	6
CCCn1c(=N)c(C(=O)OC)cc2c(=O)n3cc(C)ccc3nc21	6
O=C(Nc1scc(-c2ccccc2)c1C(=O)O)c1cccs1	7
CC1(C)CC(=O)C2=C(C1)Nc1cc3c(cc1C2c1ccc(Cl)cc1)OCO3 (stereo unspecified)	5
CSc1nnnc2ccccc12	14
CCOC(=O)Cc1csc(NC(=O)c2ccc(Br)cc2)n1	10
COc1ccc(CN(Cc2ccc(CN3CCOCC3)o2)CC2CCCO2)cc1 (stereo unspecified)	4
CCCCCCCCCCCC1=C(O)C(=O)C=C(O)C1=O	65*!
NS(=O)(=O)c1ccc(S(=O)(=O)N(Cc2ccccc2Cl)CC2CCCO2)cc1 (stereo unspecified)	9
COCCCn1c(=N)c(C(=O)NCc2ccccc2)cc2c(=O)n3cc(C)ccc3nc21	9
CC1CCc2c(sc3ncn4c(SCC(=O)Nc5nc6c(s5)CCCC6)nnc4c23)C1 (stereo unspecified)	18
COc1cccc(C(=O)N2CCN(C3CCCC(C)C3)CC2)c1 (stereo unspecified)	7
Cc1cccc(C2(O)CCN(C(=O)CCn3nc(C)c(C)c3C)CC2)c1	3

Given field by field: entries from further up.
Structure: COc1ccc2cc(CN(Cc3ccc(C)cc3)Cc3nnnn3C3CCCC3)c(=O)[nH]c2c1
- PGE2 EP2 inh: 11
Structure: CC1CCc2c(sc3ncnc(SCC(=O)N4CCCCCC4)c23)C1 (stereo unspecified)
- PGE2 EP2 inh: 7

Following part:
SMILES	PGE2 EP2 inh
Cn1c(SCC(=O)Nc2cccc(F)c2)nnc1-c1cccs1	8
Cc1ccc(-c2nc(NC(=O)c3ccco3)sc2C)c(C)c1	19
COc1cccc(/C=C2/C(C)=C(C#N)c3nc(N)c(C#N)c(C)c32)c1OC(C)C	12
O=c1[nH]c2cc(Cl)ccc2c(O)c1-c1ccc(Oc2ccccc2)cc1	13
CC(C)C(=O)N(CC(=O)Nc1sc2c(c1C(N)=O)CCCC2)C1CCCC1	12
O=C(Nc1cccc(NC(=O)c2ccc3c(c2)OCCO3)c1)c1ccccc1	19
CCC(=O)NNC(=O)c1c(O)c2ccccc2n(CC)c1=O	6
CCN1CCCC1CN(Cc1cc2ccc(C)c(C)c2[nH]c1=O)C(=O)Nc1ccccc1 (stereo unspecified)	13
CCC(CC)c1nnc(NC(=O)C(C)Oc2ccccc2)s1 (stereo unspecified)	8
COc1ccc2nc3sc(C(=O)N4CCN(c5ccccc5)CC4)c(N)c3cc2c1	19
COc1ccccc1NC(=S)N(Cc1cc2cccc(C)c2[nH]c1=O)C1CCCC1	13
CCc1c(C)nc2cc(-c3cc(OC)cc(OC)c3)nn2c1NCCCN1CCOCC1	6
COc1ccccc1C1(NCc2ccccc2OCCN2CCOCC2)CCCC1	-1
Nc1nc2[nH]c(=O)cnc2c(=O)[nH]1	11
COc1ccccc1C(=O)Oc1cc2c3c(c1)C(C)=CC(C)(C)N3C(=O)C2=O	13

Compounds listed so far that have a CF3 group, in the order listed:
SMILES	PGE2 EP2 inh
O=C(NCc1nc2ccccc2[nH]1)C1=C[C@@H](c2ccc(C(F)(F)F)cc2)C[C@@H](OCCCCO)O1	12
C=CCOc1ccccc1CNc1n[nH]c2nc(C)cc(C(F)(F)F)c12	11

Continued:
SMILES	PGE2 EP2 inh
Cc1cc2c(cc1C)C(O)CC1(CCN(CC(O)c3ccc(F)cc3)CC1)O2 (stereo unspecified)	10
COc1ccc(C(O)CN2CCC3(CC2)CC(O)c2ccccc2O3)cc1 (stereo unspecified)	10
CC1(C)[C@H]2CC[C@]1(C)[C@H](OC(=O)CSC#N)C2	8
CCN1C(=O)C2(SC(NC(C)=O)=NN2C(C)=O)c2cc(OC)ccc21 (stereo unspecified)	25
Cc1ccc(CN(CCCN(C)C)Cc2nc(C)n3ccccc23)o1	6
O=c1[nH]c2ccccc2cc1-c1noc(-c2ccccc2)n1	10
COc1cccc2c(Nc3ccc(C(C)=O)cc3)cc(C)nc12	20
Cc1cccc(C)c1NC(=O)Cn1cc(C(=O)C2CC2)c2ccccc21	10
O=C(CSc1nnc(-c2cccnc2)n1Cc1ccco1)Nc1nc2ccccc2s1	9
COc1ccc(CN(Cc2cc3cccc(C)c3[nH]c2=O)Cc2nnnn2C(C)(C)C)cc1	5
CCN(CC)C(=O)CSc1nnc(-c2ccc(OC)c(OC)c2)o1	5
O=C(O)c1ccccc1/C=N/N=C1c2ccccc2-c2ccccc21	12
COc1cc(OC)cc(C(=O)Nc2ccc(O)c(-c3nc4ccc(C)cc4o3)c2)c1	16
Cc1ccc(Cn2nnc3c(=O)[nH]c(C4CCN(C(=O)C5CCC5)CC4)nc32)cc1	8
Cc1cccc(C2(O)CCN(C(=O)c3c(C)c4cc(C)ccc4n3C)CC2)c1	6

The final 6 records of the part before come first, to join the parts:
SMILES	PGE2 EP2 inh
COc1ccc(CN(Cc2cc3cccc(C)c3[nH]c2=O)Cc2nnnn2C(C)(C)C)cc1	5
CCN(CC)C(=O)CSc1nnc(-c2ccc(OC)c(OC)c2)o1	5
O=C(O)c1ccccc1/C=N/N=C1c2ccccc2-c2ccccc21	12
COc1cc(OC)cc(C(=O)Nc2ccc(O)c(-c3nc4ccc(C)cc4o3)c2)c1	16
Cc1ccc(Cn2nnc3c(=O)[nH]c(C4CCN(C(=O)C5CCC5)CC4)nc32)cc1	8
Cc1cccc(C2(O)CCN(C(=O)c3c(C)c4cc(C)ccc4n3C)CC2)c1	6
Cc1ccc2[nH]c(=O)c(CN(Cc3nnnn3Cc3ccc(F)cc3)C3CCCC3)cc2c1	9
COc1ccc(-n2cnnn2)c(N)c1	9
CCc1ccccc1NC(=S)N(Cc1cccs1)Cc1cc2ccc(C)cc2[nH]c1=O	4
O=C1NC(=S)N(c2ccccc2F)C(=O)/C1=C/c1cc(Br)c(N2CCOCC2)o1	6
Cc1cc2cc3c(cc2nc1SCC(=O)NCc1ccc2c(c1)OCO2)OCO3	17
O=c1[nH]c2cc3c(cc2cc1C(c1nnnn1C1CCCCC1)N1CCc2ccccc2C1)OCCO3 (stereo unspecified)	9

From PubChem BioAssay
